# Runt-CBFb FRET: blocks binding of human RUNX1 Runt domain to CBFb. inhibition, % at 20 µM. Q01196+Q13951. Cerulean-Runt/Venus-CBFb FRET ratio 530/480, 1 h. actives 0.46% (n = 220,000). AID 1496;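 active means inhibition over about 50% at 20 µM in the single-dose screen, limit read from the data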;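 further: 0% = DMSO wells and 100% = excess unlabeled CBFb competitor control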
#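 Assay system: Cerulean-Runt domain fusion protein, energy donor; Signal: fluorescence energy transfer, 422 nm excitation, 530/480 nm emission; Timing: 1 h compound exposure, room temperature; Control set: unlabeled CBFb; Medium: Tris buffer pH 7.5 with salts and BSA; Compound: single test concentration of 20 µM, 1% DMSO final; Probe or stimulus: Venus-CBFb 100 nM.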
# S1P4 antag: human S1P4 receptor antagonism. S1P4-expressing cells, antagonist mode, reporter read-out. inhibition, % at 4.98 µM. actives 0.26% (n = 220,000). AID 1510; in the data active means inhibition above about 29%;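 further: 0% = wells stimulated with agonist and 100% = vehicle wells without agonist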
# Target sequence (O95977 whole entry, looked up): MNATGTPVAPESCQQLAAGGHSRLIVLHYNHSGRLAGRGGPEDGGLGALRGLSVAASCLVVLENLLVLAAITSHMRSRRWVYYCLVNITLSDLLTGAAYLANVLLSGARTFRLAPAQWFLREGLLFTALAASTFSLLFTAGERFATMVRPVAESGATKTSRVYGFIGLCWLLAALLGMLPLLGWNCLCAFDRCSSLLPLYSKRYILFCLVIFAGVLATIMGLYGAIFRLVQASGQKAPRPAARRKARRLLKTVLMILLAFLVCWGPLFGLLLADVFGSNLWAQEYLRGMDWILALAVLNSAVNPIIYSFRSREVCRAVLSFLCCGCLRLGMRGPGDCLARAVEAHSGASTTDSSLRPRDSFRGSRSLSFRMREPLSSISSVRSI
# RBBP9 inhibitor: inhibitors of human serine hydrolase RBBP9; recombinant RBBP9, FP-Rh probe fluorescence polarization; inhibition, % at 7.94 µM; actives 0.2% (n = 220,000);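 active means inhibition above the campaign mean of all tested compounds plus 3 SD, cut at about 14% in these data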;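 further: plate controls were DMSO wells with RBBP9 for no effect and wells lacking RBBP9 protein for full effect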
# Target sequence (O75884 whole entry, looked up): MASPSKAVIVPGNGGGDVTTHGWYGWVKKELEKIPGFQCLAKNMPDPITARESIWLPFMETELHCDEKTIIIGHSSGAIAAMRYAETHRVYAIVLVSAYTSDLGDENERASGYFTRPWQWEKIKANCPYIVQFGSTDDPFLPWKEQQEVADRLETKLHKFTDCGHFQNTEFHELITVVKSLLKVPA
#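 System: RBBP9 protein / Buffer or medium: Tris/NaCl buffer pH 8.0 with 0.1% Pluronic / Probe or stimulus: Serine-hydrolase probe FP-Rh, 375 nM pre-mixing / Dosing: 7.94 µM single dose, 0.794% DMSO / Times: enzyme-compound preincubation 30 min, then probe labeling 45 min, 25 °C / Technique: fluorescence polarization (mP), excitation 525 nm, emission 598 nm / Replication: singlicate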
# NPY-Y2 PAM-ag: potentiates or activates human NPY-Y2 receptor; P49146; cells expressing NPY-Y2, potentiator/agonist read-out; activation, % at 3.6 µM; actives 0.45% (n = 220,000); AID 1359; in the data active means activation above about 27%;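 further: cells stimulated with NPY near EC25 plus isoproterenol at EC100; 0% = vehicle plus submaximal agonist and 100% = vehicle plus saturating agonist; some results beyond the cut were filed as inactive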
# Target sequence (P49146 whole entry, looked up): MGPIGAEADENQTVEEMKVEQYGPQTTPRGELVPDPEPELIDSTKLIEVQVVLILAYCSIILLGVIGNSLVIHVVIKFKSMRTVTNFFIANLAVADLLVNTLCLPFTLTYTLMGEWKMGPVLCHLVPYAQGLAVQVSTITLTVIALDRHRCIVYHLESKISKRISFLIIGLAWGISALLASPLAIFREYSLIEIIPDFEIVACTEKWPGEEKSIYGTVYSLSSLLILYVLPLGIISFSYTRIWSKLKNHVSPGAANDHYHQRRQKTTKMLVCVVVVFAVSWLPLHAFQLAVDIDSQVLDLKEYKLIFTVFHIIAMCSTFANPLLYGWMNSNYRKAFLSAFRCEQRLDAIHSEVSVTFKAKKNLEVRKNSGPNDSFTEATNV
# NPY1 pot ag: potentiates or activates human NPY-Y1 receptor. P25929. NPY-Y1 expressing cells, potentiator/agonist activation. activation, % at 3.6 µM. actives 0.37% (n = 220,000). AID 1304; in the data active means activation above about 33%, passing the limit was not always enough;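 further: cells stimulated with NPY at EC10 then isoproterenol at EC100; 0% = low agonist plus stimulus and 100% = saturating agonist plus stimulus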
# S1P4 agonist: activates the human S1P4 receptor; activation, % at 4.98 µM; S1P4-expressing cell line, agonist reporter assay; O95977; actives 0.35% (n = 220,000); in the data active means activation above about 11%;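 further: 0% = DMSO vehicle and 100% = reference agonist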
# Ba/F3 V617F tox: loss of viability in JAK2V617F-driven Ba/F3 cells. Ba/F3 EpoR-JAK2V617F viability, ATP luminescence. inhibition, % at 5.6 µM. actives 1.1% (n = 220,000);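 active means inhibition above the campaign mean plus 3 SD over all tested compounds, cut at about 24% in these data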;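 further: cytokine-independent growth of Ba/F3 cells driven by EpoR plus mutant JAK2; 0% = DMSO-treated cells and 100% = JAK inhibitor I control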
# BaF3 tox: parental Ba/F3 viability inhibition as JAK2V617F counter-screen; CellTiter-Glo ATP luminescence; inhibition, % at 5.6 µM; actives 1.1% (n = 220,000);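 active means inhibition above a per-campaign cutoff, the mean inhibition of all tested compounds plus 3 SD, cut at about 27% in these data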;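 further: 0% = DMSO wells and 100% = JAK Inhibitor I control wells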
# NPY Y1 blocker: blocks the human neuropeptide Y Y1 receptor; HEK293-CNG Y1 cells, membrane potential fluorescence; NPY at EC95, then isoproterenol; inhibition, % at 3.6 µM; actives 1% (n = 200,000);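 active means inhibition above the campaign mean inhibition of all tested compounds plus 3 SD, cut at about 20% in these data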;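 further: 0% = DMSO wells given NPY plus isoproterenol and 100% = isoproterenol alone without NPY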
#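 Test system – HEK293 Y1/CNG channel cell line · Also added – NPY agonist 25 nM, then isoproterenol 1 µM plus Ro 20-1724 25 µM · Compound dosing – one concentration, 3.6 µM, in 0.4% DMSO · Schedule – compound incubation 1 h at room temperature, readout 45 min post-stimulation · Technique – fluorescence, membrane potential probe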
# * = called active by the depositor; nt = no result given.
SMILES,Runt-CBFb FRET,S1P4 antag,RBBP9 inhibitor,NPY-Y2 PAM-ag,NPY1 pot ag,S1P4 agonist,Ba/F3 V617F tox,BaF3 tox,NPY Y1 blocker
CCC(c1nnnn1CCOC)N1CCN(c2nc3ccccc3s2)CC1 (configuration not stated),nt,2,-6,-1,6,2.1,1,3,-3
O=C(CSc1nnnn1-c1ccccc1)c1ccco1,0,-5,-7,-3,8,1.1,0,3,-2
Cc1ccc(N2C(=O)CC(Sc3nc4ccccc4o3)C2=O)cc1Cl (configuration not stated),22,4,-13,-3,26,0.4,-2,7,12
Cc1ccccc1NC(=O)c1ccc(N/N=C/c2ccccc2O)c([N+](=O)[O-])c1,-6,5,-4,-6,4,-0.9,-2,1,4
CC(C)(C)N1C(=O)c2ccccc2NC(=O)N1Cc1ccc(Br)cc1,-1,-12,-5,14,30,-0.2,-2,2,-4
CCCCNC(=O)c1cc(-c2ccc(OC)cc2)on1,1,6,-5,5,23,-1.0,-4,2,4
O=C(CSc1ncn[nH]1)c1cc2ccccc2o1,-1,-10,-5,2,3,0.3,2,6,-3
COc1ccc(NC(=O)CCCC(=O)O)cc1Cl,-1,-21,-9,4,-8,0.6,-2,2,2
Cc1cccn2c(=O)c3cc(C#N)c(=N)n(Cc4cccnc4)c3nc12,nt,-31,-8,-1,3,0.3,3,5,0
Cc1cccc(C)c1NC(=O)Cn1nnc(-c2ccc(N3CCOCC3)cc2)n1,-2,0,-6,-1,-8,-1.4,-1,1,-9

# 4 compounds out of the list, sorted by formula weight, rising.
SMILES,Runt-CBFb FRET,S1P4 antag,RBBP9 inhibitor,NPY-Y2 PAM-ag,NPY1 pot ag,S1P4 agonist,Ba/F3 V617F tox,BaF3 tox,NPY Y1 blocker
O=C(CSc1ncn[nH]1)c1cc2ccccc2o1,-1,-10,-5,2,3,0.3,2,6,-3
CCCCNC(=O)c1cc(-c2ccc(OC)cc2)on1,1,6,-5,5,23,-1.0,-4,2,4
Cc1cccn2c(=O)c3cc(C#N)c(=N)n(Cc4cccnc4)c3nc12,nt,-31,-8,-1,3,0.3,3,5,0
CC(C)(C)N1C(=O)c2ccccc2NC(=O)N1Cc1ccc(Br)cc1,-1,-12,-5,14,30,-0.2,-2,2,-4

# (list continues)
SMILES,Runt-CBFb FRET,S1P4 antag,RBBP9 inhibitor,NPY-Y2 PAM-ag,NPY1 pot ag,S1P4 agonist,Ba/F3 V617F tox,BaF3 tox,NPY Y1 blocker
CSc1ccccc1C(=O)Nc1ccc(C)cc1C,1,-14,-9,6,10,1.1,-2,4,3
COC(=O)c1nnn(CC(=O)NC(=O)Nc2ccc(F)cc2)c1C(=O)OC,-2,-4,6,-1,4,0.0,-3,4,0
COc1ccc(C(=O)N2CCCC(c3ccccc3)=N2)cc1,-1,-26,-2,9,5,1.3,-3,4,-3
N#CCSc1ccc(-c2nc3ccccc3[nH]2)cn1,2,2,-4,-15,-7,0.8,0,3,4
Cc1ccc(S(=O)(=O)Cc2ccc(C(=O)OCc3ccccc3)cc2)cc1,-2,-6,-6,6,0,-0.3,-5,0,3
Cc1nc(C)c(C(=O)O)s1,0,-43,-7,10,10,-0.1,-1,-5,nt
Cc1cc(C)c2nc(N3CCC(C(=O)N4CCCC4)CC3)sc2c1,-2,7,-5,-1,11,0.9,-2,10,-5
COc1ccc(OCc2ccc(C(=O)NN)cc2)cc1,2,-10,-11,-4,4,-3.8,-2,5,5
CCCCCCCCNC(=O)c1cccnc1SCC(=O)Nc1ccccc1OC,-4,-6,-9,8,-4,-0.1,4,7,1
Cc1ccc(-n2nc(C)c(Sc3ccccc3[N+](=O)[O-])c2N)cc1,17,-6,3,5,6,-0.3,3,2,5
Cc1cccc(C2c3[nH]c4ccccc4c3CCN2C(=O)c2cc(CC(C)C)[nH]c(=O)n2)n1 (configuration not stated),-6,-14,-10,-6,12,2.2,-4,5,2
O=C1N(c2ccc(Cl)cc2)C(c2ccccc2)N2CCCN12 (configuration not stated),2,0,-5,3,-19,3.6,1,6,-4
CCOc1ccc(Cn2c(=O)oc3ccc(C)cc32)cc1OC,-4,12,0,1,3,-0.2,0,5,-1
CN(CC(=O)N1CCCCCC1)S(=O)(=O)c1ccc(Br)s1,6,-2,-5,16,-4,2.2,-1,1,3
O=C(OCCN1C(=O)c2cccc3c(N4CCOCC4)ccc(c23)C1=O)c1ccc(Cl)cc1Cl,-308,-4,7,7,-6,-1.1,-3,0,0
Cc1cc(=O)[nH]c(SCC(=O)Nc2cc(S(=O)(=O)N3CCCC3)ccc2Cl)n1,0,-17,-9,3,-1,2.5,-2,0,nt
CC(=O)c1cccc(NC(=O)N2CCCC2C(=O)NC2CCCCC2)c1 (configuration not stated),1,-3,-6,4,-1,1.3,-3,-1,5
COc1ccc(N2CCC(CNC(=O)Nc3cccc(OC)c3)C2)cc1 (configuration not stated),11,-16,2,-3,10,1.1,0,4,2
O=C(O)c1cccc(-n2cccc2C=C2C(=O)c3ccccc3C2=O)c1,-10,-25,2,-7,10,0.3,3,5,0
Cc1ccc(C)c(S(=O)(=O)NCc2cccnc2)c1,-4,-2,-6,9,-28,-0.2,-5,3,-1
Cc1ccc(S(=O)(=O)N2CCOC2CNC(=O)C(=O)NCc2ccncc2)cc1 (configuration not stated),-2,-14,-6,2,17,-0.3,2,-1,nt
CCOC(=O)c1[nH]c(C)c(C(=O)NCCC2=CCCCC2)c1C,-4,-8,-4,4,-27,-1.8,4,7,3
CCOC(=O)c1ccc(Nc2cc(C)nc(N3CCOCC3)n2)cc1,-5,-6,-5,3,-21,1.0,-2,2,3
c1ccc(-n2ncc3c(NCc4ccccn4)ncnc32)cc1,-1,-6,3,11,-5,1.1,0,4,-1
O=C(Nc1ncnc2c1CCC2)C12CC3CC(CC(C3)C1)C2,nt,2,-5,5,-6,1.3,-3,2,-5
COCCNC(=O)C1(C)C=CC2(CCCCC2)N1C(=O)c1ccccc1 (configuration not stated),-1,12,-11,3,11,0.8,-1,15,4
CN(C)S(=O)(=O)Oc1cc(Cl)ccc1C(=O)Nc1ccc(F)cc1F,-2,2,-6,-7,-19,-0.5,1,2,3
CCOC(=O)c1cn(CC(=O)Nc2ccc(C(C)C)cc2)nn1,0,5,2,-7,-3,1.0,5,12,-4
Cc1cccc(Oc2ncnc3onc(C)c23)c1,1,-5,-4,-16,-7,2.1,-1,8,-1
Cc1ccc(S(=O)(=O)c2cc3c(=O)n4ccccc4nc3n(Cc3ccco3)c2=N)cc1,19,16,0,-22,-12,4.6,5,2,-2
CCN1CCN(Cc2ccc(NC(=O)Nc3ccccc3Cl)cc2)CC1,2,3,-4,-2,-1,-1.0,2,9,5
CCOC(=O)CON1C(=O)C(=O)N(OCC(=O)OCC)C2CCCCC21 (configuration not stated),1,-12,-5,-4,15,1.0,0,6,12
CCN(CC)CCCNC(=O)c1cc(-c2cccc(Cl)c2)on1,-1,-5,-2,-2,-8,0.0,-3,7,5
CC(=O)Nc1cccc(NC(=O)c2ccc(C(=O)Nc3cccc(NC(C)=O)c3)nc2)c1,1,-25,-10,-13,-21,-0.7,4,7,-6
COc1cc(C(=O)Nc2ccc(C)cc2)c(-n2cnnn2)cc1OC,-1,-5,-3,-3,-21,-0.7,-1,1,-1
O=C1CCCC2=C1C(c1ccsc1)CC(=O)N2c1ccccc1 (configuration not stated),0,-14,-5,-4,3,-0.6,5,3,-1
O=C(O)Cc1ccc(NCc2ccccc2Cl)cc1,2,3,1,-6,-15,1.8,3,4,0
Cc1cc(NC(=O)c2cc(-c3ccco3)on2)n(-c2ccccc2)n1,-3,15,-3,11,2,-0.8,0,0,3
O=C(COc1ccccc1)NNc1c2ccccc2nc2ccccc12,58*,-7,1,9,20,0.1,-5,6,2
CCOC(=O)C1=C(NC#N)OC(C)=C(C)C1c1ccc(O)cc1 (configuration not stated),-1,4,0,-4,9,-2.2,1,8,5
CNC(=S)NNC(=O)c1ccc(=O)n(Cc2cccc(C(F)(F)F)c2)c1,1,-6,3,-6,7,0.3,2,5,-4
Cc1ccc(S(=O)(=O)c2nc(Nc3ccccc3C#N)sc2Cl)cc1,2,-5,-9,16,-4,-0.8,-1,5,0
Cc1ccc(-n2nc3c(c2NC(=O)CCC2CCCCC2)CS(=O)C3)cc1 (configuration not stated),-3,4,-9,-28,-14,0.4,3,5,8
Nc1c(C(=O)c2ccc(Cl)cc2)sc2nsc(SCCN3CCOCC3)c12,-87,16,-1,-18,23,-0.6,2,1,nt
FC(F)(F)c1ccnc(Oc2ccc(C3=NCCS3)cc2)c1,-5,2,-4,-4,3,-0.3,-3,-2,nt
O=C(NCCc1ccccc1)C(=O)NCC1OCCN1S(=O)(=O)c1ccccc1 (configuration not stated),2,2,2,-21,10,-0.6,-1,-4,nt
Cc1cc(NC(=O)CSc2nc3c(c(=O)n2CCc2ccccc2)SC(C)C3)no1 (configuration not stated),0,-4,0,18,1,-0.4,-2,-2,7
COc1cc(/C=N/NC(=S)Nc2cccnc2)cc(OC)c1O,8,12,-7,5,-2,-0.4,-1,3,-2
CCOC(=O)NC(=O)CSc1nnnn1-c1ccc(C)cc1,-1,-12,-4,-18,-4,-2.3,0,1,-4
Oc1c(Cl)cc(Cl)cc1C=Nc1ccccc1N1CCCC1,-23,-2,0,6,1,4.7,-2,-1,1
# (more compounds)
SMILES,Runt-CBFb FRET,S1P4 antag,RBBP9 inhibitor,NPY-Y2 PAM-ag,NPY1 pot ag,S1P4 agonist,Ba/F3 V617F tox,BaF3 tox,NPY Y1 blocker
CC1C/C(=C\c2cccnc2)C(=O)/C(=C/c2cccnc2)C1 (configuration not stated),4,4,0,-13,-12,-2.1,7,-5,2
Cc1ccc(NN2C(=O)C=CC2=O)cc1,0,-4,-16,-1,21,1.6,5,4,6
Cc1ccc(OCC(=O)NCc2ccco2)cc1C,4,-31,-12,0,-7,0.6,2,1,-2
CC1CC1C(=O)OCC(=O)Nc1ccccc1Oc1ccccc1 (configuration not stated),-2,-11,-2,-20,-3,0.3,4,1,7
Cc1cc(/C=C2/C(=O)N(C)C(=S)N2C)c(C)n1C1CC1,-4,-14,-3,2,11,-0.4,0,5,-1
CC1(NC(=O)NCc2ccccc2)CCS(=O)(=O)C1 (configuration not stated),-1,-22,-11,6,9,-0.4,0,5,-3
Cc1ccc2c(c1)C=CC(C#N)N2C(=O)c1ccccc1 (configuration not stated),-1,-21,-12,11,-5,-0.5,78*,36*,0
Cc1ccccc1NS(=O)(=O)c1ccc2[nH]cc(C(=O)NCCCN3CCOCC3)c(=O)c2c1,1,-21,-6,-3,-9,2.0,-2,0,6
O=C(NNc1ncnc2c1cnn2-c1ccc(F)cc1)c1cccs1,0,-11,-7,-6,19,1.4,0,6,-1
